Screens as filed in PubChem.
RORgamma inh – inhibitors of mouse ROR gamma transcriptional activity | Potency, µM (top dose mostly 53.6 µM), inactives show top-dose activity change, negative = inhibition, actives largely listed as inhibitors | 310,000 compounds, 5.4% hits | AID 2551 | P51450 | Drosophila S2 Gal4-RORgamma UAS-luciferase reporter, 20 h; also: % is scaled to controls: 0 for no effect and ±100 for the full control effect; nearly all actives have a fitted effect of over 60% in size
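Read-out: Photinus luciferase luminescence; inhibitors lower reporter signal. Insect Schneider cells with Gal4-ROR gamma fusion under metallothionein promoter, UAS reporter; 700 uM final copper sulfate induction, 20 hr, ambient temperature.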
BRCA1 expr up – activators of BRCA1 expression. MCF7-BRCA1-FFLuc reporter, luminescence, 48 h; response scale: scaled: vehicle 0%, 10 µM genistein 100%. Potency, µM (top dose mostly 46.1 µM), without a hit: top-dose activation, actives largely listed as activators. 380,000 compounds, 1.1% hits. AID 624202; also: nearly all actives have a fitted effect of over 80% in size; some results filed as inactive show a strong effect at the top dose
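Luminescence from a BRCA1-driven firefly luciferase in MCF7 cells was read after 48 h compound exposure at 37 C. Data normalized against DMSO and a 10microM genistein activation control, then curve-fitted across the titration.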
VP16 counter – inhibits Gal4-VP16 luciferase reporter, ROR gamma counter-screen; Drosophila S2 Gal4-VP16 UAS-luciferase, luminescence, 20 h; 310,000 compounds, 3.5% hits; AID 2546; Potency, µM (titrated, usually from 53.6 µM), for inactives: top-dose activity, negative = inhibition, most hits filed as inhibitors;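 also: Gal4-VP16 expression switched on by copper sulfate through the metallothionein promoter; % is scaled to controls: 0 for no effect and ±100 for the full control effect; nearly all actives have a fitted effect of over 50% in size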
CXXC DNA block – blocks binding of human MLL CXXC domain to DNA; MLL-CXXC / FITC-HOXA9 DNA fluorescence polarization; 290,000 compounds, 0.037% hits; Potency, µM (titrated, usually from 115 µM), for inactives: at the top dose activity change, negative = inhibition, actives largely listed as inhibitors; Q03164; active = well fitted inhibition curve with a large enough effect in the polarisation, with a control signal flat, not every such curve was filed as active; inconclusive = small, poorly fitted or top-dose-only effect, or effect the other way, or a change in a side signal; inactive = no such curve, though single readings can be large or run the other way; the % refers to the polarisation
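Steps: dispense CXXC domain solution (7 uM) → pin compounds or unlabeled HOX-A9 DNA control → 5 min ambient → add FLSN-HOX-A9 solution (50 nM) → spin → 30 min ambient → fluorescence polarization. Tris pH 7.5/NaCl/DTT/BSA buffer.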
ELG1 genotoxic – inducers of genotoxicity in HEK293T ELG1-luciferase cells; HEK293T ELG1-luciferase reporter, luminescence, 16 h; Potency, µM (series often up to 46 µM), inactives show at the highest dose activity change, positive = activation, actives largely listed as activators; 330,000 compounds, 1.3% hits; AID 504466; also: % of control where 0% means no effect; nearly all actives have a fitted effect of over 60% in size
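16 hr compound incubation (37 °C, 5% CO2) of HEK293T cells carrying luciferase-tagged ELG1; luciferase then measured by ONE-Glo luminescence after 30 min at RT.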
uPA surface inh – inhibitors of cell surface uPA generation. AID 540303. Potency, µM (series often up to 38.3 µM), for inactives: at the top dose activity change, negative = inhibition, actives largely listed as inhibitors. cell surface uPA generation assay, qHTS. 330,000 compounds, 0.31% hits; active = well fitted inhibition curve with a large enough effect; inconclusive = small, poorly fitted or top-dose-only effect; inactive = no such curve, though single readings can be large or run the other way; tested in mouse RAW 264.7 cells; also: % is scaled to controls: 0 for no effect and ±100 for the full control effect; nearly all actives have a fitted effect of over 55% in size
Rab9 promoter act – activates the Rab9 promoter. Huh7 Rab9 promoter-luciferase reporter, luminescence, 24 h. Potency, µM (titrated, usually from 9.22 µM), for inactives: at the highest dose activation, negative = inhibition, most hits filed as activators. 320,000 compounds, 2.8% hits. AID 485297; also: % of control where 0% means no effect; nearly all actives have a fitted effect of over 60% in size
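Cells were plated at 1500 per well in reduced-serum medium with 10% FBS and left 2 h. Compound in DMSO was then added for 24 h at 37 °C. Reporter signal was read by luminescence after 10 min with luciferase detection reagent.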
MBNL1 CUG block – inhibitors of human MBNL1 binding to CUG repeat RNA; Q9NR56; TR-FRET MBNL1-His/biotin-(CUG)12 binding, 665/545 ratio; Potency, µM (top dose mostly 57.5 µM), for the others: at the highest dose activity change, negative = inhibition, actives largely listed as inhibitors; 280,000 compounds, 0.036% hits; AID 2675; active = well fitted inhibition curve with a large enough effect in the signal ratio, with a control signal flat, not every such curve was filed as active; inconclusive = small, poorly fitted or top-dose-only effect, or effect the other way, or a change in a side signal; inactive = no such curve, though single readings can be large or run the other way; the % refers to the signal ratio; also: % is scaled to controls: 0 for no effect and ±100 for the full control effect
Target sequence (Q9NR56 whole entry, looked up): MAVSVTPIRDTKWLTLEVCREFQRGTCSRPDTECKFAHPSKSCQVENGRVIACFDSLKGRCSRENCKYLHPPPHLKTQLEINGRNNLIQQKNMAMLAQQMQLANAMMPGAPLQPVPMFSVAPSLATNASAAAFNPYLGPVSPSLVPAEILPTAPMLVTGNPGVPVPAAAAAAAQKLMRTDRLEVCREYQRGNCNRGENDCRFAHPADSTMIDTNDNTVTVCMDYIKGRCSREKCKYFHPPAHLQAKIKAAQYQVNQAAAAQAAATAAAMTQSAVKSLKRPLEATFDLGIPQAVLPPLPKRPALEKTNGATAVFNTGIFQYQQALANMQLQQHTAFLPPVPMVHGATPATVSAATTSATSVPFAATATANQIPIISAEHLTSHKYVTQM
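TR-FRET readout: Ex 340 nm, 665/545 nm emission ratio, normalized to buffer-only (basal) and MBNL1-(CUG)12 controls. Complex of MBNL1-His with Biotin-(CUG)12, compounds 92 nM–58 uM, incubated 60 min at room temperature.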
NPC1 promoter act – activators of NPC1 promoter; Huh7 NPC1 promoter luciferase reporter, 24 h; Potency, µM (doses to about 9.22 µM), for inactives: top-dose activation, usual class: activators; 320,000 compounds, 2.4% hits;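 also: % of control where 0% means no effect; nearly all actives have a fitted effect of over 60% in size; reporter is driven by a mutant NPC1 promoter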
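Cells: Huh7 expressing luciferase under the NPC1 promoter, 1500/well. Seeded 2 h, compound added, incubated 24 h at 37 °C. Luciferase reagent, 10 min ambient, then luminescence.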
FLuc counter – inhibits or activates purified firefly luciferase, miR-21 counter-screen; P08659; purified FLuc, Km substrates, luminescence inhibition; Potency, µM (series often up to 57.5 µM), for inactives: top-dose activity change, negative = inhibition, actives largely listed as inhibitors; 360,000 compounds, 6.9% hits; AID 588342;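 also: plate controls were vehicle for no effect and reference inhibitor for full effect; nearly all actives have a fitted effect of over 55% in size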
Target sequence (P08659 whole entry, looked up): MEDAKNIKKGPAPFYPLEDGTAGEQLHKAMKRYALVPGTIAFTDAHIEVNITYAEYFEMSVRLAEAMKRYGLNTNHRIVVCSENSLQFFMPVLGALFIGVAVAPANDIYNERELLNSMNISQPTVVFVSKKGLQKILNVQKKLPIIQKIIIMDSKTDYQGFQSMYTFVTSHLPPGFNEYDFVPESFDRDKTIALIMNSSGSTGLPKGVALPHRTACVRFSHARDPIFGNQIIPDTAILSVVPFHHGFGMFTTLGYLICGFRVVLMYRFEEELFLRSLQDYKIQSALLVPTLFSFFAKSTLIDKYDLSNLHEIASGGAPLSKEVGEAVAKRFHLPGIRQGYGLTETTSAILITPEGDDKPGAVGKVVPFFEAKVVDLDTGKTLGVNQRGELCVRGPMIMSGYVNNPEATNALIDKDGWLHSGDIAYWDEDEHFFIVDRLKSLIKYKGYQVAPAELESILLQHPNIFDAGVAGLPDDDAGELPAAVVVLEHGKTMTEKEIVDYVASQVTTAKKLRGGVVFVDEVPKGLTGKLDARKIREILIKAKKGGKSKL
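Biochemical qHTS of compounds, final roughly 60 µM downward over six points, against 10 nM purified firefly luciferase using Km concentrations of substrates (10 uM D-luciferin, 10 uM ATP) in Tris acetate pH 7.5 buffer; luminescence output.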
p53 reactivator – restores transcriptional activity of mutant p53; H1299 p53-A138V BP100-luciferase reporter, luminescence, 24 h; Potency, µM (doses to about 92.2 µM), for inactives: at the highest dose activity change, positive = activation, hits mostly activators; 320,000 compounds, 0.063% hits; AID 504706; also: % of control where 0% means no effect; nearly all actives have a fitted effect of over 45% in size
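p53-null H1299 cells stably carrying temperature-sensitive p53-A138V and a BP100-luciferase reporter were pinned with compounds (4-point, 1:5 series) and held 24 hrs at 37 deg C. Luminescence was read 10 min after detection reagent.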
Numbers without * were called inactive; [ ] = dose if it differs, or a comment. Unless noted, calls follow the shape of the dose curve; as a rule, active = well fitted curve in the direction sought with a large enough effect; inconclusive = small, poorly fitted or top-dose-only effect, or another doubt; inactive = no such curve, though single readings can be large; an effect the other way counts as inactive or inconclusive. Potency is read from the fitted curve at half-maximal effect.

How did Cc1nonc1C(=O)N/N=C/c1cccc(O)c1 do in these assays?
RORgamma inh: 3%; BRCA1 expr up: 23%; VP16 counter: inconclusive; CXXC DNA block: -4%; ELG1 genotoxic: 4%; uPA surface inh: 5%; Rab9 promoter act: 1%; MBNL1 CUG block: inconclusive; NPC1 promoter act: 2%; FLuc counter: 12µM*; p53 reactivator: inconclusive

Results for Cc1cccc(Nc2nnc(-c3ccc(N4CCOCC4)c([N+](=O)[O-])c3)c3ccccc23)c1 ?
RORgamma inh: 31%; BRCA1 expr up: -31%; VP16 counter: -9%; CXXC DNA block: inconclusive; ELG1 genotoxic: -5%; uPA surface inh: -4%; Rab9 promoter act: -11%; MBNL1 CUG block: inconclusive; NPC1 promoter act: -7%; FLuc counter: 3%; p53 reactivator: -12%

What do the screens show for `NS(=O)(=O)c1ccc(CCNC(=O)COC(=O)c2nc(Cl)ccc2Cl)cc1`?
BRCA1 expr up: 1%; ELG1 genotoxic: 0%; uPA surface inh: -7%; Rab9 promoter act: -1%; NPC1 promoter act: 1%; p53 reactivator: 7%

What do the screens show for `CC(C)NC(=O)C1CCN(C2CCN(C(=O)/C=C/c3cccs3)CC2)CC1`?
RORgamma inh: 3%; BRCA1 expr up: -21%; VP16 counter: -5%; CXXC DNA block: -2%; ELG1 genotoxic: -2%; uPA surface inh: -1%; Rab9 promoter act: -2%; MBNL1 CUG block: 12%; NPC1 promoter act: 2%; FLuc counter: -2%; p53 reactivator: -5%

What do the screens show for `COc1cccc(N2CC(NC(=O)C(=O)c3c(C)[nH]c4ccccc34)CC2=O)c1` (configuration not stated)?
BRCA1 expr up: 8%; ELG1 genotoxic: -11%; uPA surface inh: 9%; Rab9 promoter act: -1%; NPC1 promoter act: 0%; FLuc counter: 2%; p53 reactivator: -6%

How did CCOC(=O)NN1C(=O)c2ccccc2NC1c1ccc(OC)c(OC)c1 (configuration not stated) do in these assays?
RORgamma inh: -10%; BRCA1 expr up: 0%; VP16 counter: -4%; CXXC DNA block: -2%; ELG1 genotoxic: 10%; uPA surface inh: 0%; Rab9 promoter act: 0%; MBNL1 CUG block: -3%; NPC1 promoter act: -5%; FLuc counter: 3%; p53 reactivator: 1%

Results for COc1ccc(C(C)(C)C)cc1NC(=O)CNc1cccc2ccccc12 ?
RORgamma inh: 15%; BRCA1 expr up: -64%; VP16 counter: -26%; CXXC DNA block: 7%; ELG1 genotoxic: 0%; uPA surface inh: -1%; Rab9 promoter act: -3%; MBNL1 CUG block: 0%; NPC1 promoter act: -3%; FLuc counter: 0%; p53 reactivator: 13%

How did Cc1cc([N+](=O)[O-])nn1CC(=O)N1CCOCC1 do in these assays?
RORgamma inh: -1%; BRCA1 expr up: 0%; VP16 counter: -3%; CXXC DNA block: 18%; ELG1 genotoxic: 3%; uPA surface inh: 0%; Rab9 promoter act: 3%; MBNL1 CUG block: 9%; NPC1 promoter act: 0%; FLuc counter: -2%; p53 reactivator: 3%

Results for COc1ccc(CCNC(=O)NC2CCCCC2)cc1 ?
RORgamma inh: -6%; BRCA1 expr up: 6%; VP16 counter: 3%; CXXC DNA block: -2%; ELG1 genotoxic: 1%; uPA surface inh: 1%; Rab9 promoter act: 2%; MBNL1 CUG block: inconclusive; NPC1 promoter act: -3%; FLuc counter: -7%; p53 reactivator: -6%

What do the screens show for `CC(=O)c1cc(-c2ccccc2)n(CC(=O)Nc2cccc(C)c2C)c1C`?
RORgamma inh: -22%; BRCA1 expr up: -9%; VP16 counter: -3%; CXXC DNA block: 3%; ELG1 genotoxic: 0%; uPA surface inh: -17%; Rab9 promoter act: -16%; MBNL1 CUG block: -17%; NPC1 promoter act: -2%; FLuc counter: 4%; p53 reactivator: -1%

How did NC(=O)c1ccsc1NC(=O)COC(=O)c1c(F)cccc1Cl do in these assays?
BRCA1 expr up: inconclusive; ELG1 genotoxic: 15%; uPA surface inh: -20%; Rab9 promoter act: inconclusive; NPC1 promoter act: 16%; p53 reactivator: inconclusive

What do the screens show for `C#CCn1c(=NC(=O)c2cc(-c3cccs3)nc3ccccc23)sc2cc(S(N)(=O)=O)ccc21`?
RORgamma inh: inconclusive; BRCA1 expr up: -32%; VP16 counter: inconclusive; CXXC DNA block: 16%; ELG1 genotoxic: 13%; uPA surface inh: 4%; Rab9 promoter act: -6%; MBNL1 CUG block: 115%[activator]; NPC1 promoter act: -17%; FLuc counter: 3%; p53 reactivator: -7%

Results for CCOc1ccc(C(=O)Nc2ccc(NC(=O)c3ccco3)c(Cl)c2)cc1Br ?
RORgamma inh: -28%; BRCA1 expr up: 11%; VP16 counter: -10%; CXXC DNA block: 3%; ELG1 genotoxic: 10%; Rab9 promoter act: 2%; MBNL1 CUG block: 81%[activator]; NPC1 promoter act: 2%; FLuc counter: -2%; p53 reactivator: -3%

What do the screens show for `CC1CN(C(=O)c2cn3ccccc3n2)CC(C)O1` (configuration not stated)?
RORgamma inh: 3%; BRCA1 expr up: 0%; VP16 counter: -1%; CXXC DNA block: 5%; ELG1 genotoxic: -1%; uPA surface inh: -6%; Rab9 promoter act: -3%; MBNL1 CUG block: -9%; NPC1 promoter act: 2%; FLuc counter: 12µM*; p53 reactivator: 10%

What do the screens show for `CCCCNC(=O)c1nnn(-c2ccccc2)c1N`?
RORgamma inh: 24%; BRCA1 expr up: inconclusive; VP16 counter: 20%; CXXC DNA block: -7%; ELG1 genotoxic: inconclusive; uPA surface inh: 3%; Rab9 promoter act: inconclusive; MBNL1 CUG block: inconclusive; NPC1 promoter act: inconclusive; FLuc counter: inconclusive; p53 reactivator: inconclusive

How did COc1cccc(C2(O)CCN(C(=O)Cc3cccnc3)CC2)c1 do in these assays?
RORgamma inh: -15%; BRCA1 expr up: 4%; VP16 counter: -9%; CXXC DNA block: -1%; ELG1 genotoxic: 5%; uPA surface inh: 7%; Rab9 promoter act: 26%; MBNL1 CUG block: 7%; NPC1 promoter act: 3%; FLuc counter: 7%; p53 reactivator: 1%

Results for S=c1[nH]c2ncccc2o1 ?
RORgamma inh: -4%; BRCA1 expr up: 2%; VP16 counter: 5%; CXXC DNA block: -3%; ELG1 genotoxic: -2%; Rab9 promoter act: 11%; MBNL1 CUG block: 1%; NPC1 promoter act: -2%; FLuc counter: -6%; p53 reactivator: 2%

How did CCOc1ccc(S(=O)(=O)NN)cc1 do in these assays?
RORgamma inh: 3%; BRCA1 expr up: -12%; VP16 counter: 6%; CXXC DNA block: 3%; ELG1 genotoxic: -2%; uPA surface inh: 4%; Rab9 promoter act: 1%; MBNL1 CUG block: 2%; NPC1 promoter act: 2%; FLuc counter: 6%; p53 reactivator: -5%

How did CC(=O)Nc1ccc(N2C(=O)CSC2c2ccccc2[N+](=O)[O-])cc1 (configuration not stated) do in these assays?
RORgamma inh: -9%; BRCA1 expr up: 3%; VP16 counter: -1%; CXXC DNA block: -4%; ELG1 genotoxic: 0%; uPA surface inh: 4%; Rab9 promoter act: -1%; MBNL1 CUG block: inconclusive; NPC1 promoter act: -2%; FLuc counter: 2%; p53 reactivator: -2%

How did Cc1ccc(Nc2nc(-c3ccc(C)cc3)c(CC(=O)O)s2)cc1 do in these assays?
RORgamma inh: inconclusive; BRCA1 expr up: 63%; VP16 counter: 9%; CXXC DNA block: 7%; ELG1 genotoxic: 4%; uPA surface inh: 2%; Rab9 promoter act: -1%; MBNL1 CUG block: 0%; NPC1 promoter act: 2%; FLuc counter: inconclusive; p53 reactivator: -3%

What do the screens show for `CCOC(=O)CSc1nc(-c2ccccn2)ncc1OC`?
RORgamma inh: inconclusive; BRCA1 expr up: -1%; VP16 counter: -6%; CXXC DNA block: -4%; ELG1 genotoxic: 0%; uPA surface inh: 0%; Rab9 promoter act: -3%; NPC1 promoter act: -4%; FLuc counter: 6%; p53 reactivator: -4%

What do the screens show for `N/C(=N\OC(=O)c1ccc(Cl)cc1)c1ccccn1`?
RORgamma inh: 8.9µM*; BRCA1 expr up: -82%[inhibitor]; VP16 counter: 10µM*; CXXC DNA block: -6%; ELG1 genotoxic: inconclusive; Rab9 promoter act: 1.4µM*; MBNL1 CUG block: 1%; NPC1 promoter act: 0.56µM*; FLuc counter: 0.076µM*; p53 reactivator: inconclusive

Some of the compounds tested. The share of hits here may be higher or lower than overall.
